NadD block – inhibitors of Staphylococcus aureus NadD; actives 0.78% (n = 360,000); AID 602399; inhibition, % at 20 µM; purified NadD enzyme, colorimetric absorbance read-out; in the data active = inhibition above about 26%; also: some compounds past the cut are filed as inactive
CSN deneddyl inh – blocks human CSN-mediated cullin deneddylation; AID 651999; actives 0.38% (n = 360,000); inhibition, % at 12.5 µM; Q92905; Purified CSN, SCF-Nedd8-OG deneddylation, fluorescence polarization;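 active = pattern-corrected inhibition above about 35%, with an unprinted fluorescence ratio check between 0.5 and 1.5, limit read from the data, passing the limit was not always enough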;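 also: 0% = enzyme with substrate and 100% = substrate without enzyme; some results filed as inactive read as strong as hits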
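Test system: purified human Csn5 enzyme expressed in HEK293T cells. Amount: 0.24 nM enzyme. Reagent: SCFSkp2-Nedd8OG substrate at 10 nM final. Schedule: 90 min incubation of compound, enzyme and substrate at room temperature. Detection: fluorescence polarization. Read-out: % inhibition of substrate cleavage by Csn5.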
Rpn11 inh – inhibitors of human proteasome Rpn11; O00487; human 26S proteasome, Ub4-pepOG fluorescence polarization; 20S core pre-blocked with epoxomicin; calls only at 20 µM; actives 0.59% (n = 360,000);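 active = inhibition at 20 µM, scaled to each plate's controls, above about 33%, limit read from the data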
STEP inh – STEP (human) phosphatase inhibition; P54829; actives 0.25% (n = 360,000); inhibition, % at 20 µM; recombinant STEP, OMFP fluorogenic substrate, fluorescence;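 active = inhibition at 20 µM, scaled per plate between control wells, above about 37%, limit read from the data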;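 also: 0% = DMSO with enzyme and substrate and 100% = substrate only without enzyme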
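Test system: STEP tyrosine phosphatase / Reagent: OMFP at 25 µM / Doses: 20 µM, 1% DMSO / Read-out: percent inhibition scaled to no-enzyme and uninhibited-enzyme controls, plate-pattern corrected / Detection: FITC-channel fluorescence of OMFP product / Medium: Bis-Tris buffer pH 6.0, 2.5 mM DTT, 0.005% Tween 20 / Schedule: 20 min at room temperature, dark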
LMPTP inh – LMPTP (human) inhibition; P24666; recombinant LMPTP-A, OMFP fluorogenic substrate, fluorescence intensity; inhibition, % at 20 µM; actives 0.22% (n = 360,000); AID 651560;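 active = compounds that cut the enzyme signal by at least half of the control window in the single-dose screen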;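 also: plate controls were DMSO wells with enzyme plus substrate for no effect and substrate without enzyme for full effect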
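Test system: LMPTP-A phosphatase enzyme; input: 0.625 nM LMPTP-A final; reagent: OMFP substrate, 400 µM final; compound dosing: 20 µM single dose, 3% DMSO; incubation: 50 min dark incubation at room temperature; measured by: endpoint fluorescence intensity from OMFP dephosphorylation; measure: % inhibition relative to no-enzyme and uninhibited control wells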
TbMetRS inhib – Trypanosoma brucei MetRS inhibition; purified T. brucei MetRS, ATP depletion, Kinase-Glo luminescence; AID 624268; inhibition, % at 11.9 µM; actives 0.4% (n = 360,000);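 active = inhibition above a per-plate cutoff of the control wells' mean inhibition plus 3 SD, cut at about 5.5% in these data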;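 also: 0% = DMSO wells median and 100% = median of wells with control inhibitor compound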
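System: purified T. brucei MetRS enzyme / Detection: Kinase-Glo luciferase luminescence reporting remaining unconsumed ATP / Medium: HEPES buffer with MgCl2, KCl, DTT, spermine, BSA, pyrophosphatase / Replication: singlicate, one well per compound / Evaluation: percent inhibition relative to median high and low control wells / Schedule: 2 h aminoacylation at 25 °C after 15 min preincubation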
MsrA inhibitor – inhibits bovine methionine sulfoxide reductase A. purified bovine MsrA, absorbance read-out. AID 651718. inhibition, % at 15.5 µM. actives 0.75% (n = 360,000); in the data active = inhibition above about 4.5%;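 also: 0% = vehicle wells with enzyme and 100% = reference inhibitor wells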
Scp-1 inhibitor – blocks human Scp-1 phosphatase activity. actives 0.88% (n = 340,000). inhibition, % at 20 µM. AID 493091. Recombinant Scp1, phosphopeptide, malachite green phosphate absorbance;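 active = inhibition above about 50% at 20 µM, limit read from the data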;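 also: plate controls were DMSO wells with enzyme for no effect and wells lacking enzyme for full effect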
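Assay system: SCP-1 catalytic fragment, aa 76-261 | Buffer or medium: Tris acetate buffer pH 5.5 with MgCl2 and Tween-20 | Compound: One concentration, 20 µM, with 1.0% DMSO | Also added: Phospho 17-mer peptide substrate | Signal: Absorbance at 630 nm | Incubation: 45 min enzyme reaction at room temperature | Measure: % inhibition of SCP-1 phosphate liberation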
DNMT1 block – DNMT1 (human) enzyme inhibition; actives 0.83% (n = 360,000); DNMT1 molecular beacon, Hinp1I cleavage, fluorescence; inhibition (reported as % activation of signal), % at 10 µM; in the data active = inhibition above about 50%
Target sequence (P26358 504-1616 limits assumed): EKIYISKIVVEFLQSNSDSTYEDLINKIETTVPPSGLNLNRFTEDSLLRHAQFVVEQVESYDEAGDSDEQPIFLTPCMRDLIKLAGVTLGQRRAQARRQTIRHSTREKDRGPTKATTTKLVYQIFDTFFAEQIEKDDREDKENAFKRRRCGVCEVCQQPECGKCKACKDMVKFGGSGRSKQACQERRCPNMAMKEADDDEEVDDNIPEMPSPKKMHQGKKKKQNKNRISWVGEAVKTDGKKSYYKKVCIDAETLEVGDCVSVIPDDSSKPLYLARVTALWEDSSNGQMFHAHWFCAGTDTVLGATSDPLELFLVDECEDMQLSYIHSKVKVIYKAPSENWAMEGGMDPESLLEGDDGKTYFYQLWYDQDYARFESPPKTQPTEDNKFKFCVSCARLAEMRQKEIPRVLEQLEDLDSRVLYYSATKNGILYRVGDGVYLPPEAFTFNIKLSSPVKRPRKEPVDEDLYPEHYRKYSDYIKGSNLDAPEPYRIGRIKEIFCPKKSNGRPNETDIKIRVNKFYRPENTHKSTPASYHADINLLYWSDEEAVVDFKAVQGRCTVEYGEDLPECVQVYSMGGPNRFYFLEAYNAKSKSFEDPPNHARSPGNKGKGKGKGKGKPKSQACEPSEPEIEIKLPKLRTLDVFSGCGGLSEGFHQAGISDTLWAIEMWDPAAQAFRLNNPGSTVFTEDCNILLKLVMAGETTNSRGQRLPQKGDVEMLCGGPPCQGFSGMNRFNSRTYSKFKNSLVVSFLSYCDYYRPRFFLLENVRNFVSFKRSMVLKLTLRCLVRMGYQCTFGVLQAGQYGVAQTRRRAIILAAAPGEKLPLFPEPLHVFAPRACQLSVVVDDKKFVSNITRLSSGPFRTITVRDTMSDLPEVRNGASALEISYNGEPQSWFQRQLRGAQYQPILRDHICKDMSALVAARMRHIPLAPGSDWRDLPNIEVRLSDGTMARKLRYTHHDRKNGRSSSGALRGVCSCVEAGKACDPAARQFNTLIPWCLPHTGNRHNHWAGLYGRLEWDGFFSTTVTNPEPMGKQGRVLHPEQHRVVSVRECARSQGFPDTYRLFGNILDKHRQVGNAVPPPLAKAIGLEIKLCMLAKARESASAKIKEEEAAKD
SUMO1 PPI mod – alters human SUMO1 binding to SIM partners; inhibition, % at 20 µM; P63165; actives 0.33% (n = 360,000); SUMO1 binding to a labelled peptide, TR-FRET, 1 h; in the data active = inhibition above about 37%
An asterisk follows results filed as active; i = inactive; · = not tested or not shown. Compounds were not picked by outcome; any-hit rate near 3.9%.

SMILES	NadD block	CSN deneddyl inh	Rpn11 inh	STEP inh	LMPTP inh	TbMetRS inhib	MsrA inhibitor	Scp-1 inhibitor	DNMT1 block	SUMO1 PPI mod
CCOC(=O)Cn1c(=O)oc2cc(S(=O)(=O)NC3CCCc4ccccc43)ccc21 (centres undefined)	-6	-3	i	2	0.0	-0.5	-1.0	-7	4	1
COc1ccc(C(=O)Nc2ccccc2C(=O)N2CCOCC2)cc1Br	1	-3	i	0	-0.6	-0.4	0.3	-7	4	1
CCOC(=O)[C@]12CCC=C1N(CCC1=CCCCC1)C(=O)[C@H](CC(=O)NCc1ccc(C)o1)C2	-2	-6	·	·	-0.8	-1.2	-0.8	·	·	7
CC(=O)Nc1cccc(-c2cnc3ccccc3n2)c1	1	1	i	0	0.3	0.9	2.9	3	2	-19
COc1ccc(C(C)(O)c2nc(-c3ccc(N(C)C)cc3)cs2)cc1 (centres undefined)	-13	-6	i	-2	2.4	1.4	-0.7	·	-14	-6
COc1ccc(OCC(=O)OCC(=O)NCC2CCCCC2)cc1	-5	-2	i	1	-0.4	-0.2	-0.2	1	-2	3
COCC(=O)Nc1cc(OC)cc(OC)c1	-1	-7	i	-1	0.9	-0.4	0.3	1	1	4
C=C(C)CN(CC)C(=O)Cn1cnc2c(oc3ccccc32)c1=O	0	0	i	-1	-1.4	-0.2	0.6	0	-1	0
CS(=O)(=O)N1CCN(c2nc3ccc(Cl)cc3s2)CC1	7	1	i	-1	-2.4	-0.4	1.0	-3	2	-1
Cc1cc(C(=O)N2CCN(c3ccccn3)CC2)c(C)o1	-2	0	i	39*	-0.9	-0.4	1.2	0	-4	5
CC(=O)Nc1ccc(NC(=O)CSc2ccc3nnc(CCNS(=O)(=O)c4ccc(C)cc4)n3n2)cc1	-2	1	i	-1	1.2	-1.1	-0.3	3	0	1
CCOc1ccc(NC(=O)NCc2ccc3c(c2)OCO3)cc1	-2	0	i	-1	-3.4	-0.1	0.2	2	-1	0
CCCCn1c(N)c(N(CC)C(=O)c2cccc(OCc3ccccc3)c2)c(=O)[nH]c1=O	1	-1	i	-1	0.0	-0.2	0.2	0	0	3
CC(=O)C1=C(O)C(=O)N(c2ccc(O)cc2)C1c1ccccc1F (centres undefined)	1	-1	i	-1	-0.7	-0.4	3.0	-1	1	-5
CCCOc1cccc(/C=N/NC(=O)c2csc(C)c2C)c1	-6	0	i	2	2.3	0.8	-0.4	-4	-2	-4
COc1ccc(-n2cnc3cc(C(=O)NCCN4CCOCC4)ccc32)cc1	-4	-1	i	2	-2.5	-0.6	0.9	-4	1	-1
CC1C(=O)N(Cc2cn(CCC3OCCCO3)nn2)CCS(=O)(=O)N1Cc1ccc(-c2cccc(N(C)C)c2)cc1 (centres undefined)	3	3	i	-3	-1.6	0.1	-1.1	·	5	15
CS(=O)(=O)Nc1ccccc1C(=O)NCc1ccco1	0	-2	i	5	-0.8	0.7	-0.2	-3	10	10
Cc1cccc(COc2ccccc2C(=O)NC2CCC(O)CC2)c1 (centres undefined)	-6	4	i	1	-0.9	-0.3	-0.3	0	0	1
OC1c2cc(Cl)ccc2-c2c(Cl)cc(Cl)cc21 (centres undefined)	-9	2	i	-1	-0.5	0.1	-0.1	-13	19	-5
COC(=O)c1ccc(C(=O)OC)c(NC(=O)COC(=O)CC2CC3CCC2C3)c1 (centres undefined)	20	-1	i	4	5.2	0.3	-0.9	-15	1	1
CCOc1ccc2cc(S(=O)(=O)n3ccnc3C)ccc2c1	9	-6	i	0	-0.8	-0.3	-0.3	6	-2	-1
CCN(CC)S(=O)(=O)c1cc(NC(=O)c2ccc3c(c2)NC(=O)C(C)S3)ccc1C (centres undefined)	5	6	i	20	2.9	-0.1	0.6	0	-15	1
O=C(Nc1ccc(F)cc1)c1sccc1SCc1cccc(C(F)(F)F)c1	13	-1	i	-4	4.8	-1.0	-0.1	-13	-8	-2
O=c1[nH]c(CN2CCN(S(=O)(=O)c3cccs3)CC2)nc2c(Br)cc(Br)cc12	7	1	i	-1	1.5	-0.5	-0.8	-5	-3	1

Marked active in STEP inh (from the list above):
SMILES	NadD block	CSN deneddyl inh	Rpn11 inh	STEP inh	LMPTP inh	TbMetRS inhib	MsrA inhibitor	Scp-1 inhibitor	DNMT1 block	SUMO1 PPI mod
Cc1cc(C(=O)N2CCN(c3ccccn3)CC2)c(C)o1	-2	0	i	39*	-0.9	-0.4	1.2	0	-4	5

Part of the list above, with values under each structure.
The line under a structure holds: NadD block, CSN deneddyl inh, Rpn11 inh, STEP inh, LMPTP inh, TbMetRS inhib, MsrA inhibitor, Scp-1 inhibitor, DNMT1 block, SUMO1 PPI mod
- CC(=O)Nc1ccc(NC(=O)CSc2ccc3nnc(CCNS(=O)(=O)c4ccc(C)cc4)n3n2)cc1
    -2, 1, i, -1, 1.2, -1.1, -0.3, 3, 0, 1
- CCOc1ccc(NC(=O)NCc2ccc3c(c2)OCO3)cc1
    -2, 0, i, -1, -3.4, -0.1, 0.2, 2, -1, 0

New compounds follow:
SMILES	NadD block	CSN deneddyl inh	Rpn11 inh	STEP inh	LMPTP inh	TbMetRS inhib	MsrA inhibitor	Scp-1 inhibitor	DNMT1 block	SUMO1 PPI mod
CCOc1ccc(C(=O)NC(C(=O)NCc2cccnc2)C(C)C)cc1 (centres undefined)	2	3	i	1	-1.8	0.7	-0.3	-8	-1	4
COc1ccc(S(=O)(=O)N2CCCC(C(=O)O)C2)cc1Cl (centres undefined)	0	-2	i	2	0.0	-1.0	-0.1	3	7	5
Cc1ccc(CNCCCSc2ncccn2)cc1	4	5	i	1	-2.1	-0.2	-0.8	-5	-8	-22
CC(C)C[C@H]1CNC(=O)C(=O)N1C[C@H](Cc1ccc(O)cc1)NC(=O)CC12CC3CC(CC(C3)C1)C2	9	3	·	·	-1.1	0.6	-0.4	·	·	3
CCCC(C)C(=O)NCc1ccncc1 (centres undefined)	1	1	i	-1	-0.6	0.8	0.9	-7	-1	1
Cc1nc(NCC(c2ccccc2)N(C)C)c2c(C)c(C)sc2n1 (centres undefined)	-8	2	i	2	-0.4	-0.3	0.3	-2	0	2
CCN1C(=O)[C@H]2[C@@H](c3ccc(OC)cc3)N[C@]3(CCCN(Cc4ccc(C(F)(F)F)cc4)C3=O)[C@H]2C1=O	5	-1	i	-4	-1.9	-0.6	-1.4	·	3	4
CC(C)(C)C(=O)Cn1ncc(N2CCOCC2)c(Br)c1=O	2	3	i	-1	-1.3	0.0	0.9	-6	2	-2
Cc1cccc(/C=N/n2c(-c3ccncc3)n[nH]c2=S)c1	1	-5	i	-2	-1.6	-1.1	2.2	7	7	3
CCn1cc(C(=O)N[C@H](C(=O)NCCCn2ccnc2)C(C)C)c(=O)c2cc3c(cc21)OCO3	-6	-4	i	-1	-6.0	-0.7	0.5	-6	-1	3
CC(C)(C)NC(=O)NC(=O)COC(=O)COc1ccc2c(c1)CCC2	-6	1	i	-3	1.3	-0.6	0.3	-13	0	-1
COc1cc(CC(=O)OCC(=O)Nc2sccc2C(N)=O)cc(OC)c1OC	-4	-3	i	-3	4.0	-0.2	0.7	-10	-8	5
O=C(Cn1c(=O)cnc2ccccc21)Nc1cccc(S(=O)(=O)N2CCCCC2)c1	2	4	i	0	1.2	-0.2	1.7	-2	-5	7
COc1ccc(OC)c(NC(=O)C2C3C=CC(C3)C2C(=O)NCc2ccccn2)c1 (centres undefined)	5	-1	i	2	-1.4	0.6	0.3	-5	11	2
COc1cccc(CN2C(=O)C(C)Oc3ccccc32)c1 (centres undefined)	-1	2	i	0	-0.2	-0.6	-0.6	-19	1	2
CC12CCC(C1)C(C)(C)C2NS(=O)(=O)c1ccc(F)cc1 (centres undefined)	-13	-1	i	-3	-0.9	-0.5	1.4	-12	2	0
Cn1c(CN2CCOCC2)nnc1SCC(=O)NCCc1ccccc1	-2	0	i	-2	-2.6	-0.8	-0.2	-7	-1	1
O=C(COc1ccccc1Cl)Nc1ccc(NC(=O)c2ccco2)cc1	-2	3	i	-2	-0.1	-0.2	1.3	-5	1	25
Nc1ccn([C@@H]2O[C@H](CNCc3cnc(N4CCOCC4)s3)[C@@H](O)[C@H]2O)c(=O)n1	4	-1	i	-1	-0.1	-0.5	-0.1	·	3	5

Limited to Scp-1 inhibitor, CSN deneddyl inh and SUMO1 PPI mod, for some of the entries so far:
compound | Scp-1 inhibitor | CSN deneddyl inh | SUMO1 PPI mod
Cc1ccc(CNCCCSc2ncccn2)cc1 | -5 | 5 | -22
CC(C)(C)C(=O)Cn1ncc(N2CCOCC2)c(Br)c1=O | -6 | 3 | -2
CC(C)(C)NC(=O)NC(=O)COC(=O)COc1ccc2c(c1)CCC2 | -13 | 1 | -1

Reformatted with values ahead of the structure: entries from further up.
NadD block	CSN deneddyl inh	Rpn11 inh	STEP inh	LMPTP inh	TbMetRS inhib	MsrA inhibitor	Scp-1 inhibitor	DNMT1 block	SUMO1 PPI mod	compound
9	3	·	·	-1.1	0.6	-0.4	·	·	3	CC(C)C[C@H]1CNC(=O)C(=O)N1C[C@H](Cc1ccc(O)cc1)NC(=O)CC12CC3CC(CC(C3)C1)C2
2	3	i	1	-1.8	0.7	-0.3	-8	-1	4	CCOc1ccc(C(=O)NC(C(=O)NCc2cccnc2)C(C)C)cc1 (centres undefined)
-6	-4	i	-1	-6.0	-0.7	0.5	-6	-1	3	CCn1cc(C(=O)N[C@H](C(=O)NCCCn2ccnc2)C(C)C)c(=O)c2cc3c(cc21)OCO3
1	1	i	-1	-0.6	0.8	0.9	-7	-1	1	CCCC(C)C(=O)NCc1ccncc1 (centres undefined)

Assay outcomes from PubChem.
